Compound activity as filed in PubChem.
FLuc counter – counter-screen for miR-21 project: firefly luciferase inhibitors or activators. purified FLuc, Km substrates, luminescence inhibition. Potency, µM (titrated, usually from 57.5 µM), for the others: at the highest dose activity change, negative = inhibition, most hits filed as inhibitors. 360,000 compounds, 6.9% hits;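 note: potency is the fitted concentration of half-maximal effect; plate controls were vehicle for no effect and reference inhibitor for full effect; nearly all actives have a fitted effect of over 55% in size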
Target sequence (P08659 whole entry, looked up): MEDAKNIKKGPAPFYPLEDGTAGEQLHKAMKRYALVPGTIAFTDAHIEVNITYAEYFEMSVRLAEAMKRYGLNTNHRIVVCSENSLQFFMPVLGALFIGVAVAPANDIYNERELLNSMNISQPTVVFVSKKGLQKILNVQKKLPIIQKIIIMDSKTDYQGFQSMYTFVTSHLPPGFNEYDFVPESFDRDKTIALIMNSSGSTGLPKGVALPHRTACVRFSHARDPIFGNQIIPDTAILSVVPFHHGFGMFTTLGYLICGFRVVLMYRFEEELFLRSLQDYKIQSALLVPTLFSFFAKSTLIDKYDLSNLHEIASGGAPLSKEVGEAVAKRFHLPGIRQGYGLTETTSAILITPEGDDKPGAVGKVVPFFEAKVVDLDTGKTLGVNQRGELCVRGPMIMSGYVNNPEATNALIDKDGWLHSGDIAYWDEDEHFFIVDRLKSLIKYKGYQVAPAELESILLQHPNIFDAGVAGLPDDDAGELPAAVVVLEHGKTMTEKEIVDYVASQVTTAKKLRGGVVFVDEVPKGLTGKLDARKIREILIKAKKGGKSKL
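Biochemical qHTS of compounds, final roughly 60 µM downward over six points, against 10 nM purified firefly luciferase using Km concentrations of substrates (10 uM D-luciferin, 10 uM ATP) in Tris acetate pH 7.5 buffer; luminescence output.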
Menin MLL FP TR – displaces Texas Red mutant MLL peptide from human menin. AID 1768. Potency, µM (series often up to 61.6 µM), for inactives: at the top dose FP activity change, negative = inhibition, usual class: inhibitors. O00255. 270,000 compounds, 0.23% hits. Menin + Texas Red MLL mutant peptide, fluorescence polarization; active = well fitted inhibition curve with a large enough effect in the polarisation, with a control signal flat, not every such curve was filed as active; inconclusive = small, poorly fitted or top-dose-only effect, or effect the other way, or a change in a side signal; inactive = no such curve, though single readings can be large or run the other way; the % refers to the polarisation; note: potency is the fitted concentration of half-maximal effect; % of control where 0% means no effect; many of its hits are not listed in these tables
Mito fusion act – blocks mitochondrial division or promotes mitochondrial fusion | S. cerevisiae fusion-defective mutant growth rescue, CellTiterGlo 48 h | Potency, µM (highest dose often 46.1 µM), for inactives: at the highest dose growth rescue (activation), usual class: activators | 320,000 compounds, 0.23% hits | AID 485298;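 note: potency is the fitted concentration of half-maximal effect; % of control where 0% means no effect; nearly all actives have a fitted effect of over 45% in size; temperature-sensitive fusion mutants such as fzo1-1 at 37 °C on non-fermentable ethanol glycerol medium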
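Luminescent cell viability in 1536-well qHTS format served as the measure of rescued growth in ts fusion-mutant S. cerevisiae cultured on non-fermentable YPEG for 48 hours at 37C.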
KCNH2 3.1 block – KCNH2 3.1 (human) potassium channel inhibition; U2OS KCNH2 3.1, thallium flux FluxOr; hits give low values; activity change, % (tested at about 1.8 µM); 340,000 compounds, 0.95% hits; AID 720553;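 active = maximum activity change below -70%; inconclusive = maximum activity change from -70% to -50%; inactive = maximum activity change above -50%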;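 note: thallium influx rate constant from kinetic fluorescence after stimulation buffer; % is set by controls: 0 for no effect and ±100 for the full control effect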
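Thallium flux via FluxOr fluorescence (Red40 quencher, 45 min loading) in U2OS cells virally expressing the KCNH2 3.1 isoform (1.77 x 10^8 /mL virus, overnight at 37 C). Rate constants from 2-min kinetic reads post-stimulation, normalised to positive and negative controls.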
PKM2 act – PKM2 (human) enzyme activation; P14618; purified PKM2, Kinase-Glo ATP luminescence, activation; response scale: 0% is enzyme alone, no compound; Potency, µM (series often up to 57.5 µM), for the others: top-dose activation, usual class: activators; 260,000 compounds, 0.34% hits; note: potency is the fitted concentration of half-maximal effect; % is set by controls: 0 for no effect and ±100 for the full control effect; nearly all actives have a fitted effect of over 55% in size
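Purified hPK-M2 (>95%) run at intermediate activity with 0.1 mM ADP and 0.5 mM PEP in 50 mM imidazole pH 7.2, KCl, MgCl2; 1 h room temperature. ATP formed read by Kinase-Glo luminescence; normalized to uninhibited and no-enzyme controls.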
RORg inh – blocks mouse ROR gamma transcriptional activity | P51450 | Drosophila S2 Gal4-RORgamma UAS-luciferase reporter, 20 h | Potency, µM (top dose mostly 53.6 µM), inactives show top-dose activity change, negative = inhibition, actives largely listed as inhibitors | 310,000 compounds, 5.4% hits | AID 2551; note: potency is the fitted concentration of half-maximal effect; % is set by controls: 0 for no effect and ±100 for the full control effect; nearly all actives have a fitted effect of over 60% in size
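ROR gamma transcriptional activity was tracked as Gal4-UAS luciferase output in stably transfected Drosophila Schneider cells, with compound added 1 hr before 700 uM copper sulfate induction and a 20 hr ambient-temperature incubation.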
VP16 counter – Gal4-VP16 reporter inhibition counter-screen. 310,000 compounds, 3.5% hits. Potency, µM (series often up to 53.6 µM), inactives show top-dose activity, negative = inhibition, actives largely listed as inhibitors. Drosophila S2 Gal4-VP16 UAS-luciferase, luminescence, 20 h. AID 2546;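 note: Gal4-VP16 expression switched on by copper sulfate through the metallothionein promoter; potency is the fitted concentration of half-maximal effect; % is set by controls: 0 for no effect and ±100 for the full control effect; nearly all actives have a fitted effect of over 50% in size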
NPC1 prom act – NPC1 promoter activation; Huh7 NPC1 promoter luciferase reporter, 24 h; Potency, µM (titrated, usually from 9.22 µM), inactives show top-dose activation, hits mostly activators; 320,000 compounds, 2.4% hits; AID 485313;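 note: potency is the fitted concentration of half-maximal effect; % of control where 0% means no effect; nearly all actives have a fitted effect of over 60% in size; reporter is driven by a mutant NPC1 promoter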
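Luminescence read-out of NPC1 promoter-driven luciferase in stably transfected Huh7 cells; compounds delivered in DMSO and left 24 h at 37C, 5% CO2, qHTS titration format.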
ELG1 DNA repair – ELG1-dependent DNA repair inhibition; Potency, µM (top dose mostly 46.1 µM), for the others: at the top dose activity change, negative = inhibition, hits mostly inhibitors; HEK293T ELG1-luciferase reporter, luminescence, 16 h; DNA damage induced by 5-fluorouridine; 330,000 compounds, 2.3% hits; note: potency is the fitted concentration of half-maximal effect; % is set by controls: 0 for no effect and ±100 for the full control effect; nearly all actives have a fitted effect of over 55% in size
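Luminescence from the luciferase reporter, measured 30 min after ONE-Glo reagent at room temperature, was the read-out. Beforehand, 2,000 cells per well were exposed for 16 hr at 37 °C to 5-fluorouridine together with compound or vehicle.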
MBNL1-CUG inh – inhibitors of human MBNL1 binding to CUG repeat RNA. 280,000 compounds, 0.036% hits. Potency, µM (series often up to 57.5 µM), for the others: at the top dose activity change, negative = inhibition, most hits filed as inhibitors. TR-FRET MBNL1-His/biotin-(CUG)12 binding, 665/545 ratio. AID 2675. Q9NR56; active = well fitted inhibition curve with a large enough effect in the signal ratio, with a control signal flat, not every such curve was filed as active; inconclusive = small, poorly fitted or top-dose-only effect, or effect the other way, or a change in a side signal; inactive = no such curve, though single readings can be large or run the other way; the % refers to the signal ratio; note: potency is the fitted concentration of half-maximal effect; % is set by controls: 0 for no effect and ±100 for the full control effect
Target sequence (Q9NR56 whole entry, looked up): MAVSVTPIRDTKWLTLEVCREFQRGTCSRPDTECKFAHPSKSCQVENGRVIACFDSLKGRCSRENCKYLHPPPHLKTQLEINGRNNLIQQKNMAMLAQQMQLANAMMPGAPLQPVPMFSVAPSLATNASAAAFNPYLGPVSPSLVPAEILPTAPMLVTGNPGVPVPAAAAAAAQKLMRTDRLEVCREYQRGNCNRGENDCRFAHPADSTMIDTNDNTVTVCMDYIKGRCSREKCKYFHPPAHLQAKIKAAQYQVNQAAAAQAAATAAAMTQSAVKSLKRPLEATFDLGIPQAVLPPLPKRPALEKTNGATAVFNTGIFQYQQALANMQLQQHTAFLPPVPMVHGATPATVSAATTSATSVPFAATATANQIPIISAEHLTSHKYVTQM
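His-tagged MBNL1 binding to biotinylated (CUG)12 RNA was measured by TR-FRET using terbium anti-His antibody (0.055 ng/ul final) and streptavidin-XL665 (5 nM final). Compounds were titrated 92 nM to 58 uM; 60 min at room temperature.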
Rab9 prom act – activates the Rab9 promoter; Huh7 Rab9 promoter-luciferase reporter, luminescence, 24 h; Potency, µM (highest dose often 9.22 µM), for the others: top-dose activation, negative = inhibition, actives largely listed as activators; 320,000 compounds, 2.8% hits; note: potency is the fitted concentration of half-maximal effect; % of control where 0% means no effect; nearly all actives have a fitted effect of over 60% in size
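Rab9 promoter-driven luciferase in stably transfected Huh7 cells; 1500 cells/well rested 2 h, exposed to compound in DMSO for 24 h at 37 °C, 5% CO2. Luminescence read 10 min after adding luciferase reagent at ambient temperature.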
* hit, by the source's call; ? = inconclusive; · = no result given; [ ] = dose if it differs, or a comment. Unless noted, calls come from the whole dose curve; as a rule, active = well fitted curve in the direction sought with a large enough effect; inconclusive = small, poorly fitted or top-dose-only effect, or another doubt; inactive = no such curve, though single readings can be large; an effect the other way counts as inactive or inconclusive.

SMILES,ELG1 DNA repair,RORg inh,Menin MLL FP TR,VP16 counter,PKM2 act,MBNL1-CUG inh,Rab9 prom act,NPC1 prom act,FLuc counter,Mito fusion act,KCNH2 3.1 block
COc1cc(NC(=O)CCC(=O)Nc2ccc3nc(N4CCOCC4)cc(C)c3c2)cc(OC)c1OC,?,?,18%,-14%,6%,0%,16%,24%,15µM*,-4%,5
CCC(Sc1nc2ccccc2c(=O)[nH]1)C(=O)O (stereo unspecified),0%,-6%,-2%,4%,-4%,-9%,-7%,1%,-1%,-1%,-17
CC(=O)Oc1ccc(-c2csc(Nc3ccc(S(N)(=O)=O)cc3)n2)cc1,-9%,10%,6%,9%,-11%,-1%,8%,-2%,-8%,-1%,5
COc1ccc(OC)c(C2CC(c3ccccc3)=NN2C(=S)Nc2ccccc2)c1 (stereo unspecified),11%,-42%,·,-4%,0%,-5%,-21%,-26%,3%,-2%,3
Cc1nc2ccccc2nc1CSc1nncs1,0%,9%,4%,-2%,1%,5%,-3%,-2%,0%,-9%,6
O=C(CSc1ncn[nH]1)N1CCN(c2nnc(-c3ccccc3)c3ccccc23)CC1,-21%,-4%,-9%,-1%,-3%,7%,0%,-6%,-1%,2%,·
O=C(COc1ccc(Cl)cc1)N1CCN(S(=O)(=O)c2ccc(Cl)cc2)CC1,?,18%,0%,-16%,-4%,1%,-2%,1%,-1%,-2%,-30
COc1ccc(C2C(C(=O)OCC(=O)Nc3ccc(C)cc3)CCC(=O)N2c2ccc(OC)cc2)cc1 (stereo unspecified),-8%,-29%,?,-8%,2%,1%,15%,0%,15%,-2%,-2
O=c1[nH]cnc2c1sc(=S)n2-c1ccccc1,-8%,2%[0.365 µM],15%,·,-15%,7%,16%,13%,-2%,-1%,6
COc1ccc(N2CCN(C(=O)C3CCN(C(=O)c4ccc([N+](=O)[O-])cc4)CC3)CC2)cc1,-10%,19%,-10%,-10%,0%,?,-3%,-1%,-1%,4%,-13
O=C(Cc1c(F)cccc1Cl)NCCc1c[nH]c2ccccc12,-1%,17%,15%,-3%,·,0%,3%,7%,-8%,18%,9
Cc1cccc(NC(=O)CSCc2cc(=O)n3ccsc3n2)c1C,?,7%,·,-1%,·,0%,0%,0%,-2%,-2%,3
CSc1ccccc1NC(=O)Nc1cccc(F)c1,17%,11%,?,5%,-3%,-3%,?,16%,21µM*,-3%,-2
CC(=O)c1cccc(NC(=O)CN(C)S(=O)(=O)c2ccc3c(c2)CC(C)N3C(C)=O)c1 (stereo unspecified),-4%,41%,1%,?,0%,0%,-6%,2%,-1%,2%,-16
Cc1ccc(CN(c2ccc(C(=O)NCC3CCCO3)cc2)S(C)(=O)=O)cc1 (stereo unspecified),9%,14%,9%,6%,4%,1%,-8%,1%,0%,-1%,-7
COc1ccccc1-c1nc(SCC(=O)N2CCOCC2)n[nH]1,9%,-28%,-4%,-2%,0%,-2%,2%,-5%,-10%,-6%,-7
COC(=O)c1ccc(NC(=O)CCN2CCOCC2)cc1,-13%,32%,0%,-7%,-2%[11.5 µM],-7%,0%,-3%,-2%,-1%,10
CCC1Nc2ncnc(N3CCCCC3)c2N(Cc2ccccc2)C1=O (stereo unspecified),21%,·,·,·,·,·,-3%,0%,-2%,0%,6
CC(C)CN1CCC(=O)N(CCO)CC1,21%,-13%,-1%,0%,-2%,3%,-1%,-4%,8%,-1%,-11
CCOc1ccc(N(CC(=O)NC2CC3CCC2C3)S(=O)(=O)c2ccccc2)cc1 (stereo unspecified),-10%,10%,-2%,1%,-5%,4%,-3%,-1%,2%,6%,-5
O=c1oc2ccccc2c(Nc2ccccc2O)c1[N+](=O)[O-],5%,27%,1%,7%,1%,?,11%,-1%,0%,2%,-3
Cc1cccc(OCC(O)Cn2ccnc2C)c1 (stereo unspecified),6%,2%,?,1%,-4%,-4%,4%,3%,4%,3%,13
Cc1ccc(C)c2[nH]c(=O)c(CN(CCN3CCOCC3)Cc3nnnn3CC3CCCO3)cc12 (stereo unspecified),16µM*,-22%,4%,-1%,-5%,?,9%,-5%,0%,9%,8
FC(F)Sc1ccc(-n2cc(-c3ccccc3)[n+]3c2CCC3)cc1,-11%,7%,-22%,?,5%,-12%,-7%,-5%,0%,-18%,7
COc1ccc(-n2nc(C(=O)NCC(=O)N3CCN(c4ccccc4)CC3)c3ccccc3c2=O)c(OC)c1,?,-28%,-3%,-25%,-3%,-3%,?,?,0.54µM*,13%,17
Cc1cc(NC(=O)c2ccc(Cl)cc2Cl)n(CCC#N)n1,17%,4%,16%,25%,-5%,1%,7%,0%,-13%,3%,-9
O=C(c1cccc(NS(=O)(=O)c2ccc(F)c(F)c2)c1)N1CCN(Cc2ccccc2)CC1,0%,-6%[10 µM],-11%,4%,2%,·,0%,-1%,0%,-4%,-3
O=C(Nc1ccc(C(F)(F)F)cc1)C1(c2ccccc2)CC1,27%,45%,-9%,-10%,-11%,-11%,-3%,-2%,-18%,0%,0
COc1cc(OC)cc(C(=O)N[C@H](C(=O)OCC(=O)NC(=O)NC(C)(C)C)C(C)C)c1,3%,33%,-4%,3%,1%,1%,1%,-5%,-5%,5%,-37
Cn1c(N)c(C(=O)c2cc(-c3ccccc3)nc3ccccc23)c(=O)n(C)c1=O,?,-8%,·,-15%,-17%,16%,9%,14%,5.4µM*,-2%,·
N/C(=N\OC(=O)C12CC3CC(CC(C3)C1)C2)c1cccnc1,19%,17%,?,16%,0%,2%,7%,9%,15µM*,-4%,13
Cc1cccc(CN2CCN(C(=O)c3ccccc3F)CC2)c1,-28%,-1%,0%,0%,4%,-13%,-7%,-7%,6%,-10%,·

Single records (already shown). Screens in order: ELG1 DNA repair | RORg inh | Menin MLL FP TR | VP16 counter | PKM2 act | MBNL1-CUG inh | Rab9 prom act | NPC1 prom act | FLuc counter | Mito fusion act | KCNH2 3.1 block
N/C(=N\OC(=O)C12CC3CC(CC(C3)C1)C2)c1cccnc1 as listed: 19% | 17% | ? | 16% | 0% | 2% | 7% | 9% | 15µM* | -4% | 13
Cc1cccc(CN2CCN(C(=O)c3ccccc3F)CC2)c1 as listed: -28% | -1% | 0% | 0% | 4% | -13% | -7% | -7% | 6% | -10% | ·

Given as labelled records: part of the list above
> COc1ccc(OC)c(C2CC(c3ccccc3)=NN2C(=S)Nc2ccccc2)c1 (stereo unspecified)
  ELG1 DNA repair: 11%; RORg inh: -42%; Menin MLL FP TR: ·; VP16 counter: -4%; PKM2 act: 0%; MBNL1-CUG inh: -5%; Rab9 prom act: -21%; NPC1 prom act: -26%; FLuc counter: 3%; Mito fusion act: -2%; KCNH2 3.1 block: 3

> Cc1cc(NC(=O)c2ccc(Cl)cc2Cl)n(CCC#N)n1
  ELG1 DNA repair: 17%; RORg inh: 4%; Menin MLL FP TR: 16%; VP16 counter: 25%; PKM2 act: -5%; MBNL1-CUG inh: 1%; Rab9 prom act: 7%; NPC1 prom act: 0%; FLuc counter: -13%; Mito fusion act: 3%; KCNH2 3.1 block: -9

> COc1cc(OC)cc(C(=O)N[C@H](C(=O)OCC(=O)NC(=O)NC(C)(C)C)C(C)C)c1
  ELG1 DNA repair: 3%; RORg inh: 33%; Menin MLL FP TR: -4%; VP16 counter: 3%; PKM2 act: 1%; MBNL1-CUG inh: 1%; Rab9 prom act: 1%; NPC1 prom act: -5%; FLuc counter: -5%; Mito fusion act: 5%; KCNH2 3.1 block: -37

> Cc1ccc(C)c2[nH]c(=O)c(CN(CCN3CCOCC3)Cc3nnnn3CC3CCCO3)cc12 (stereo unspecified)
  ELG1 DNA repair: 16µM*; RORg inh: -22%; Menin MLL FP TR: 4%; VP16 counter: -1%; PKM2 act: -5%; MBNL1-CUG inh: ?; Rab9 prom act: 9%; NPC1 prom act: -5%; FLuc counter: 0%; Mito fusion act: 9%; KCNH2 3.1 block: 8

Not all compounds are listed, so the mix of outcomes need not match the whole.
